UGM FP inh: inhibitors of M. tuberculosis UDP-galactopyranose mutase | P9WIQ1 | purified UGM, fluorescence polarization probe displacement | inhibition, % at 10 µM | 0.06% of 320,000 active; in the data active = inhibition above about 10%, passing the limit was not always enough
Target sequence (P9WIQ1 whole entry, looked up): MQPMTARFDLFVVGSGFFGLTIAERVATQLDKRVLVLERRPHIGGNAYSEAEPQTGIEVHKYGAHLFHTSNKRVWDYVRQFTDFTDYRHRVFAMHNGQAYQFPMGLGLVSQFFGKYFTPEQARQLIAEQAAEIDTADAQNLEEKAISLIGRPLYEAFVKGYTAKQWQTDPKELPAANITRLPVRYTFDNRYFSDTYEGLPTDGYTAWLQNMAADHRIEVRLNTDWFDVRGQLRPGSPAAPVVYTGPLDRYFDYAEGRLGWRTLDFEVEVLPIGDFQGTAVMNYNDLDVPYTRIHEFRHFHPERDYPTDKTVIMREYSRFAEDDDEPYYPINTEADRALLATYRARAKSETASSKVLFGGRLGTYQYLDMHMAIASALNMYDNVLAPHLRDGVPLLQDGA
3CLpro inhibitor: SARS-CoV 3CLpro protease inhibition | recombinant SARS-CoV 3CLpro, quenched FRET peptide cleavage | inhibition, % at 6 µM | P0C6X7 | 0.14% of 290,000 active; in the data active = inhibition above about 12%
Rv3671c protease: inhibitors of M. tuberculosis serine protease Rv3671c; P9WHR9; inhibition, % at 5.96 µM; 0.048% of 320,000 active; in the data active = inhibition above about 38%;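 note: extracellular domain of Rv3671c used as enzyme; 0% = enzyme with DMSO and 100% = no enzyme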
Target sequence (P9WHR9 whole entry, looked up, the tested form may be a part): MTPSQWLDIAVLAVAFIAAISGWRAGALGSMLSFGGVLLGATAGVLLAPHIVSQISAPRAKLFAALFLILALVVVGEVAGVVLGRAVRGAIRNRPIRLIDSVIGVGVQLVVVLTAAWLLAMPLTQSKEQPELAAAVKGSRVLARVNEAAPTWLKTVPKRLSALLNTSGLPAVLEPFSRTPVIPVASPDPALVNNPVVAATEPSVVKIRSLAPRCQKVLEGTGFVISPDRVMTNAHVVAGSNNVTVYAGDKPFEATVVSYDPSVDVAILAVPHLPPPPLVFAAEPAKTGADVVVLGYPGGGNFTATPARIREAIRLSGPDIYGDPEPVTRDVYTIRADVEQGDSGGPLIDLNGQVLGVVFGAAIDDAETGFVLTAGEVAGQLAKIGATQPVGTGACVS
Vc quorum ag: induces V. cholerae light production without autoinducers. V. cholerae BH1578 lux reporter, luminescence, 6 h. activation, % at 18.7 µM. 0.16% of 350,000 active. AID 588436; in the data active = activation mostly above about 9.7%, no sharp cut-off; note: not every result past the cut was called active; inactives centre near 0; reference of the scale not given here
SSB-PriA inh: blocks PriA binding to SSB C-terminal tail; 0.6% of 430,000 active; inhibition, % at 33 µM; AID 1272365; AlphaScreen SSBct-PriA binding, biotinylated peptide; in the data active = inhibition mostly above about 37%, no sharp cut-off; inactive = mostly below about 20%;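 note: plate controls were negative control peptide for no effect and reference peptide for full effect; strong numbers were not always called active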
GDH-TPI inh: inhibits GDH-TPI coupling enzymes, artifact for Mtb FBA screen; GDH-TPI coupled enzyme counterscreen, NADH absorbance; inhibition, % at 4.8 µM; 1.2% of 360,000 active; AID 588335; in the data active = inhibition above about 30%;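 note: 0% = DMSO wells and 100% = wells lacking the enzyme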
Mtb FBA inh: Mtb fructose-bisphosphate aldolase inhibition | inhibition, % at 1 µM | 2.3% of 360,000 active | P9WQA3 | purified M. tuberculosis FBA, fluorescence read-out; in the data active = inhibition above about 27%;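 note: 0% = vehicle and 100% = reference inhibitor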
Mtb BioA inh: blocks M. tuberculosis BioA enzyme activity | purified M. tuberculosis BioA enzyme, plate reader | inhibition, % at 9.99 µM | 0.096% of 360,000 active | AID 602481; in the data active = inhibition above about 40%
VHR inh abs: DUSP3 (human) phosphatase inhibition. P51452. AID 1654. 0.52% of 290,000 active. recombinant VHR phosphatase, pNPP absorbance. inhibition, % at 13.3 µM; in the data active = inhibition above about 50%; note: some compounds called inactive have numbers as strong as hits
MazF activator: increases E. coli MazEF RNase cleavage of RNA. P0AE70. FAM/BHQ RNA-DNA oligo cleavage fluorescence, 5 h. activation, % at 20 µM. 0.32% of 350,000 active. AID 504720; in the data active = activation above about 50%
Target sequence (P0AE70 whole entry, looked up): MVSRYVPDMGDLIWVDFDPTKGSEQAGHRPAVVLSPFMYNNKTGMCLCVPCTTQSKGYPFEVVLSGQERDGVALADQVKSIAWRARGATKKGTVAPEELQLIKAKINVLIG
The depositor's hits bear a star; i = inactive; nt = not tested or not shown; & = joins results of further samples. A portion of the library (hit frequency here may not be typical).

SMILES | UGM FP inh | 3CLpro inhibitor | Rv3671c protease | Vc quorum ag | SSB-PriA inh | GDH-TPI inh | Mtb FBA inh | Mtb BioA inh | VHR inh abs | MazF activator
O=C(NCCc1ccc2c(c1)OCCO2)c1cc(S(=O)(=O)N2CCCC2)ccc1Br | nt | nt | nt | -0.3 | 7 | 0 | 1 | -0.9 | nt | 0
O=C(Nc1nc(-c2cccs2)cs1)C1=COCCO1 | -1.5 | 2 | -10 | i | -10 | 14 | -3 | nt | 0 | -1
Cc1ccc(NC(=S)N(CCCN2CCOCC2)Cc2cccnc2)cc1C | -0.9 | 7 | 5 | 2.8 | -10 | -5 | 3 | nt | 34 | -3
COc1ccc(/C=C/C(=O)OCC(=O)NC2CCCCCC2)cc1 | nt | nt | nt | -2.6 | nt | 20 | -2 | -0.6 | nt | 5
N#Cc1ccsc1NC(=O)c1cccc([N+](=O)[O-])c1 | 1.0 | 2 | -9 | -0.5 | -13 | -2 | -4 | nt | -12 | 7
CCN(C(=O)Cn1nnc(-c2ccccc2)n1)C1CCS(=O)(=O)C1 (centres undefined) | 0.1 | nt | -11 | i | -1 | 4 | 1 | -2.5 | nt | -4
CCOc1ccc(S(=O)(=O)N2CCCC(C(=O)NCc3cccnc3)C2)cc1C (centres undefined) | 2.4 | -4 | 5 | -0.2 | -15 | 3 | 0 | nt | 26 | 5
Cc1ccc(-n2c(O)cnc2Nc2nc(C)cc(C)n2)cc1 | -0.9 | 0 | -7 | -14 | -2 | 8 | 1 | -2.7 | 27 | -11
CS(=O)(=O)Nc1ccccc1C(=O)NCCSc1ccc(Cl)cc1 | 1.3 | 2 | nt | i | -11 | -4 | 25 | 3.3 | 19 | -7
Nc1cccc(C(=O)Nc2cccc3ncccc23)c1 | -3.1 | 3 | 0 | -0.6 | -17 | 17 | -2 | -0.1 | 29 | 0
O=c1cc(CSc2nnc(COc3ccc(Cl)cc3)o2)c2ccccc2[nH]1 | -0.7 | -1 | -13 | -0.3 | -13 | 7 | -2 | nt | -15 | 51*
O=C(O)/C=C/c1ccc2ccccc2n1 | 3.5 | 1 | 2 | -1.7 | -21 | 0 | -2 | -0.7 | 0 | 1
Cc1cc(C)nc(N/N=C/c2ccc([N+](=O)[O-])o2)n1 | 2.4 | 3 | 4 | -1.0 | nt | 11 | -12 | 0.7 | 7 | 0
CCCCn1c(N)c(N(CCC(C)C)C(=O)COC(=O)c2ccc3ccccc3c2)c(=O)[nH]c1=O | nt | nt | nt | i | 4 | 2 | 7 | -0.1 | nt | -13
COc1ccccc1CNC(=O)c1ccccc1NC(=O)C1=C(C)OCCS1 | -4.5 | -9 | 1 | -0.3 | -1 | 3 | -1 | 1.8 | 32 | -6

Compound profiles, from the list above. Values in the order: UGM FP inh | 3CLpro inhibitor | Rv3671c protease | Vc quorum ag | SSB-PriA inh | GDH-TPI inh | Mtb FBA inh | Mtb BioA inh | VHR inh abs | MazF activator
CCCCn1c(N)c(N(CCC(C)C)C(=O)COC(=O)c2ccc3ccccc3c2)c(=O)[nH]c1=O across the screens: nt | nt | nt | i | 4 | 2 | 7 | -0.1 | nt | -13
CS(=O)(=O)Nc1ccccc1C(=O)NCCSc1ccc(Cl)cc1 across the screens: 1.3 | 2 | nt | i | -11 | -4 | 25 | 3.3 | 19 | -7
CCN(C(=O)Cn1nnc(-c2ccccc2)n1)C1CCS(=O)(=O)C1 (centres undefined) across the screens: 0.1 | nt | -11 | i | -1 | 4 | 1 | -2.5 | nt | -4
O=C(Nc1nc(-c2cccs2)cs1)C1=COCCO1 across the screens: -1.5 | 2 | -10 | i | -10 | 14 | -3 | nt | 0 | -1
COc1ccc(/C=C/C(=O)OCC(=O)NC2CCCCCC2)cc1 across the screens: nt | nt | nt | -2.6 | nt | 20 | -2 | -0.6 | nt | 5

Going on with the list.
SMILES | UGM FP inh | 3CLpro inhibitor | Rv3671c protease | Vc quorum ag | SSB-PriA inh | GDH-TPI inh | Mtb FBA inh | Mtb BioA inh | VHR inh abs | MazF activator
CCCN1C2=NCCN2c2cc(C)c(C)cc21 | 1.2 | -1 | -9 | i | -8 | 5 | 1 | 1.5 | 4 | 5
Brc1ccc(OCc2nnc(SCC3CCCCC3)o2)cc1 | 0.0 | 3 | -11 | -0.3 | -4 | -3 | 1 | -0.9 | 8 | -2
Nn1cnnc1SC1CCCCC1NS(=O)(=O)c1ccccc1 (centres undefined) | -0.2 | -4 | -7 | 3.2 | -5 | 12 | -1 | 1.7 | -2 | -12
Cc1sccc1/C=N/NC(=O)c1cccc2ccccc12 | 1.7 | 3 | -20 | -0.6 | nt | 15 | 2 | -0.1 | 0 | 4
Cc1ccc(NC(=S)NNC(=O)c2c([N+](=O)[O-])c(C)nn2C)cc1 | -1.7 | 3 | 3 | -0.4 | -8 | 13 | 2 | -2.5 | -2 | -8
Cc1c(=O)n(OCc2ccc(Cl)cc2)c2ccccc2[n+]1[O-] | 0.7 | 5 | -9 | -0.8 | -13 | 7 | -3 | nt | 12 | 7
COc1ccccc1-c1cccc([C@@H]2C[C@H]3[C@H](CON3C)CN2C(=O)C(C)(C)C)c1 | nt | nt | nt | -0.2 | -9 | 1 | 0 | 1.6 | nt | -6
O=C(COC(=O)C1CCN(S(=O)(=O)c2cc([N+](=O)[O-])ccc2Cl)CC1)Nc1ncc(Cl)cc1Cl | 1.0 | 0 | 0 | -1.4 | -2 | -3 | -1 | nt | 19 | 6
Cn1c(-c2ccccc2)cc(=O)cc1-c1ccccc1 | nt | nt | nt | i | nt | 18 | 3 | 3.2 | nt | 4
Cc1ccc(OCCCC(=O)N(C)CC(=O)Nc2ccccc2Cl)cc1 | -1.6 | nt | 6 | 12 | -4 | -1 | 3 | 0.1 | nt | 1
Cc1ccc(S(=O)(=O)N2CC(O)CC2C(=O)O)cc1 (centres undefined) | -2.9 | -5 | -7 | i | 8 | -2 | 3 | -2.6 | 7 | 21
CCCCn1c(=O)[nH]c(=O)c2c1nc(-c1ccc(-c3ccccc3Br)o1)n2CC | 1.9 | 1 | -3 | i | -3 | -2 | 5 | nt | 24 | 1
COc1ccc(CCC(=O)NNC(=O)Nc2cccc(Cl)c2)cc1 | -3.5 | -2 | nt | -0.7 | -8 | 12 | 0 | -1.1 | 11 | -1
O=C(CCl)NCCCCCCCCCNC(=O)CCl | 1.7 | 2 | -10 | 3.3 | -15 | -7 | -5 | nt | 2 | -1
Cc1cccc(-n2ncc3c(=O)[nH]c(SCC(=O)N4CC(=O)Nc5ccccc54)nc32)c1 | 0.6 | nt | -2 | i | 0 | -1 | 0 | -2.3 | nt | -2
Cc1nc(NCc2ccco2)c2c3c(sc2n1)CCC3 | 3.6 | 2 | -6 | i | -10 | -5 | 4 | 6.7 | 39 | 2
CCOC(=O)C1CCCN(S(=O)(=O)c2ccc(OC)c3ccccc23)C1 (centres undefined) | 3.0 | -2 | -5 | i | -12 | 11 | -1 | -0.1 | 20 | 7
COc1ccc(S(=O)(=O)Cc2ccc(C(=O)N3CCC4(CC3)OCCO4)o2)cc1 | 2.8 | -3 | 1 | -0.2 | -20 | -6 | -1 | 6.4 | -10 | 2
O=C(Nc1cc(=O)c2ccccc2o1)N1CCOCC1 | -2.4 | -2 | -1 | -0.4 | -14 | 27 | 1 | nt | 4 | 6
Cc1ccccc1OC(=O)n1c(=S)oc2cc(Cl)ccc21 | -0.1 | 9 | 0 | -2.1 | -12 | -9 | 2 | 0.2 | 36 | -1
O=C(CN1CCN(S(=O)(=O)c2ccccc2)CC1)Nc1cccc(C(F)(F)F)c1 | 1.0 | 0 | -2 | -0.1 | -7 | 7 | -4 | 2.0 | 4 | -9
CCN(CC)C(=O)CSc1nc(COc2ccccc2)nc2ccccc12 | 0.7 | -1 | 7 | -0.3 | -17 | 10 | -1 | 1.2 | 36 | -17
OC[C@@H]1CN(Cc2cccnc2)C[C@H](n2cnc3c(N4CCOCC4)ncnc32)O1 | nt | nt | nt | -9.1 | nt | 0 | 4 | 0.8 | nt | nt
COc1ccc(CN2CCN(S(=O)(=O)c3ccccc3)CC2)c(OC)c1 | -0.1 | -4 | 0 | -0.2 | -1 | 1 | 1 | nt | 18 | 0
CCCCOc1cccc(OCC(=O)Nc2nc3ccccc3[nH]2)c1 | 3.3 | 2 | -12 | i | -20 | 5 | 0 | nt | 8 | 0
CCCc1cc(=O)n2[nH]c(-c3ccc(Br)cc3)cc2n1 | 0.3 | 0 | 4 | i | -23 | 6 | 6 | 0.4 | 0 | 6
Cc1cccc(CN2CCSc3sccc3C2=O)c1 | -0.5 | 2 | -2 | nt | -18 | 2 | 1 | nt | 21 | 2
CN(Cc1ccccc1)C(=O)CN1C(=O)COc2ccc(S(=O)(=O)N3CCCC3)cc21 | 0.4 | 6 | -13 | -0.9 | -22 | 2 | 0 | -0.2 | -2 | 4
COc1cc(/C=C\C(=O)NCc2ccc3c(c2)cc(C)n3C)cc(OC)c1OC | 0.7 | -1 | 4 | -0.2 | 16&35 | 3 | -2 | -2.3 | -4 | -2
CNc1cncc(-c2ccccc2NC(C)=O)n1 | nt | nt | nt | 0.1 | nt | 12 | 19 | -0.7 | nt | nt

Single entries from above:
Under Mtb FBA inh, `O=C(CN1CCN(S(=O)(=O)c2ccccc2)CC1)Nc1cccc(C(F)(F)F)c1` has -4
Under MazF activator, `O=C(CCl)NCCCCCCCCCNC(=O)CCl` has -1
Under GDH-TPI inh, `CNc1cncc(-c2ccccc2NC(C)=O)n1` has 12

Three entries from above, sorted by heavy-atom count, ascending.
SMILES | UGM FP inh | 3CLpro inhibitor | Rv3671c protease | Vc quorum ag | SSB-PriA inh | GDH-TPI inh | Mtb FBA inh | Mtb BioA inh | VHR inh abs | MazF activator
CCCCOc1cccc(OCC(=O)Nc2nc3ccccc3[nH]2)c1 | 3.3 | 2 | -12 | i | -20 | 5 | 0 | nt | 8 | 0
COc1ccccc1CNC(=O)c1ccccc1NC(=O)C1=C(C)OCCS1 | -4.5 | -9 | 1 | -0.3 | -1 | 3 | -1 | 1.8 | 32 | -6
O=C(NCCc1ccc2c(c1)OCCO2)c1cc(S(=O)(=O)N2CCCC2)ccc1Br | nt | nt | nt | -0.3 | 7 | 0 | 1 | -0.9 | nt | 0

(list continues)
SMILES | UGM FP inh | 3CLpro inhibitor | Rv3671c protease | Vc quorum ag | SSB-PriA inh | GDH-TPI inh | Mtb FBA inh | Mtb BioA inh | VHR inh abs | MazF activator
Cc1cc(O)c2c(C)c(CC(=O)N3C[C@H]4C[C@@H](C3)c3cccc(=O)n3C4)c(=O)oc2c1 | 1.2 | -1 | -4 | -0.5 | nt | 10 | 2 | -0.6 | 16 | 9
C=C(C)C(=O)Nc1cccc(C2=NOC3(C2)C[C@H](C(N)=O)N(C(=O)COc2ccc(Cl)cc2)C3)c1 (some centres undefined) | -1.7 | nt | 7 | -0.4 | 31 | 6 | 0 | -0.1 | 15 | 4
COc1cccc(-c2cn(C[C@H]3CC[C@@H]([C@@H]4CC[C@H](Cn5cc(-c6cccc(OC)c6)nn5)O4)O3)nn2)c1 | 0.0 | 1 | 3 | i | -8 | -1 | 0 | 2.0 | 17 | 2
Nc1ncc2c(n1)-c1cc(Cl)ccc1SC2 | -0.5 | 3 | -26 | -0.4 | 2 | 9 | 5 | nt | 13 | -17
Cc1nnc(SCC(=O)Nc2ccc3c(c2)OCO3)n(N)c1=O | -1.8 | -1 | 7 | -0.3 | -5 | 1 | 6 | nt | 41 | 0
CCn1c(-c2cc(-c3ccc(OC(C)C)cc3)nc3ccccc23)n[nH]c1=S | -0.6 | 4 | -6 | -0.3 | 15 | 16 | 83* | 3.1 | 31 | 0
CCC(=O)N1CCc2cc(S(=O)(=O)NCCC(=O)N3CCN(Cc4ccccc4)CC3)ccc21 | 1.9 | 2 | -7 | -0.7 | -13 | -10 | 0 | -0.1 | 23 | 5
Cc1cccc(Cn2c(C(C)O)nc3ccccc32)c1 (centres undefined) | 1.1 | 1 | 0 | 2.9 | -8 | 2 | 0 | -0.1 | 6 | -18
COc1ccc2cc(OCC(=O)NNC(=O)Nc3ccc(F)cc3)ccc2c1 | 0.2 | 4 | 1 | i | 3 | 7 | 7 | -0.5 | 6 | -20
COc1cc2ncnc(NCc3ccccc3)c2cc1OC | -2.1 | 1 | -3 | i | -2 | -5 | 0 | 4.4 | 14 | 7

High-throughput results as filed in PubChem.
